CIT2-GFP yeast: modulators of TOR pathway CIT2-GFP in S. cerevisiae. S. cerevisiae CIT2-GFP strain, flow cytometry, 3 h; 100 means same as DMSO wells. GFP response vs DMSO, % at 10 µM. hit rate 0.065% among 320,000. AID 2029;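 active means GFP response relative to DMSO above a set limit, near the screen mean plus 3 SD, cut at about 150% in these data; inconclusive means Fewer than 70 cells measured for a yeast strain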;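 further: ratio of well median GFP fluorescence to mean of DMSO wells on the plate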
MEX-5 binding: C. elegans MEX-5 TCR-2 RNA binding activity. Q9XUB2. MEX-5/FITC-TCR2 RNA binding, fluorescence polarization; active compounds read low. activity score (negative = inhibition of binding), % at 10 µM. hit rate 0.38% among 300,000. AID 1832;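 active means inhibition past about -25% in most replicates, and total fluorescence under double the plate's negative control median, limit read from the data; inconclusive means replicates evenly split on the limit, or fluorescence at least double controls; inactive means too little inhibition in most replicates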;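 further: 0% = DMSO and -100% = 5 µM competing unlabeled TCR2 RNA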
Target sequence (Q9XUB2 whole entry, looked up): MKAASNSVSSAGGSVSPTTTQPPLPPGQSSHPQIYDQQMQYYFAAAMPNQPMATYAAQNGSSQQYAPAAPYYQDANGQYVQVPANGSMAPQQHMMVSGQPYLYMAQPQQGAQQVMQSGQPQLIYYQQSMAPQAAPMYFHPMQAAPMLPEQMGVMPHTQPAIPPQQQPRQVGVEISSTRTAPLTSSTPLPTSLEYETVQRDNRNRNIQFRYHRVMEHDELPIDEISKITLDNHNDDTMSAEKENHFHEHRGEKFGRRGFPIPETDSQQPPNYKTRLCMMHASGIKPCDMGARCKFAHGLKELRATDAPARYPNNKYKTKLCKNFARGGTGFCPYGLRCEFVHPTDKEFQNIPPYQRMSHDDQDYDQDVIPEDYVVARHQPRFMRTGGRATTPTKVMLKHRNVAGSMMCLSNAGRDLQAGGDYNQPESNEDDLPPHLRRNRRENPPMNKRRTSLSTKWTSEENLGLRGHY
AGP1 TOR yeast: alters AGP1-GFP fluorescence in TOR pathway yeast screen; S. cerevisiae AGP1-GFP multiplex flow cytometry, 3 h; GFP as percent of DMSO wells; GFP response vs DMSO, % at 10 µM; hit rate 0.02% among 320,000; AID 2066;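 active means GFP response relative to DMSO above a set limit, near screen average plus 3 SD, cut at about 150% in these data; inconclusive means fewer than 70 cells counted for the yeast strain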;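 further: median GFP channel fluorescence of the gated AGP1 strain per well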
GLD-1 RNA inh: GLD-1-TGE RNA interaction inhibition (C. elegans). Q17339. purified GLD-1 + fluorescein TGE RNA, fluorescence polarization. inhibition, % at 5.96 µM. hit rate 0.44% among 320,000;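 active means percent inhibition above a per-plate cutoff, the plate mean of test compounds plus 3 SD, cut at about 30% in these data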;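 further: 0% = DMSO wells with GLD-1 and probe and 100% = wells lacking GLD-1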
GRK2 aptamer HTS: human GRK2 inhibition via aptamer displacement; P25098; hit rate 0.59% among 330,000; inhibition of aptamer binding, % at 10 µM; bead flow cytometry, FAM-aptamer displacement from GRK2;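 active means inhibition of aptamer binding above 40%, roughly 3 SD of noise, on plates passing a quality check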;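 further: median bead fluorescence of bound FAM aptamer so fluorescent compounds give negative values; no value below 0 was filed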
VLA-4 inh: inhibition in a human VLA-4 binding assay; VLA-4 expressing cells, ligand binding flow cytometry; inhibition, % (about 7 µM as worked out from the volumes in the protocol); hit rate 0.2% among 330,000; in the data active means inhibition above about 50%
BCLXL inh: blocks human Bcl-xL binding to Bim BH3 peptide; Q07817; GST-Bcl-xL / FITC-Bim BH3 peptide fluorescence polarization; inhibition, % at 10.9 µM; hit rate 0.7% among 320,000;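 active means inhibition above the mean of all tested compounds plus 3 SD, cutoff set per campaign, cut at about 30% in these data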;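 further: 0% = DMSO wells and 100% = unlabeled Bim-BH3 peptide competitor; inhibitors lower millipolarization by displacing the labeled peptide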
Target sequence (Q07817 whole entry, looked up): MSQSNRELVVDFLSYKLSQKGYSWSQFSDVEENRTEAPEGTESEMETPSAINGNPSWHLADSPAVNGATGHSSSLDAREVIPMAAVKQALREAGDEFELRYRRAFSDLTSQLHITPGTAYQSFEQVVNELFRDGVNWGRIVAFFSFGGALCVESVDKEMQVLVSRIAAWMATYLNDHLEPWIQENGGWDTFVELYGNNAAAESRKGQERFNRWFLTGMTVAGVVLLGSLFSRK
Fam108B inh: blocks mouse Fam108B hydrolase in RBBP9 counter-screen; inhibition, % at 9.51 µM; recombinant Fam108B, FP-Rh probe fluorescence polarization; hit rate 0.33% among 300,000;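 active means inhibition above the screen mean inhibition plus 3 SD, computed separately per campaign, cut at about 18% in these data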;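 further: inhibitors lower polarization as less probe binds the enzyme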
MCL1-BIM inh: inhibitors of human MCL1 binding to BIM-BH3 peptide; Q07820; GST-MCL1 / FITC-Bim-BH3 fluorescence polarization; inhibition, % at 10.9 µM; hit rate 0.68% among 320,000; AID 2057;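 active means inhibition above the mean inhibition of all tested compounds plus 3 SD, set per campaign, cut at about 40% in these data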;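 further: 0% = DMSO wells and 100% = unlabeled Bim-BH3 peptide control; higher means more loss of mP so more displacement of Bim peptide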
Target sequence (Q07820 whole entry, looked up): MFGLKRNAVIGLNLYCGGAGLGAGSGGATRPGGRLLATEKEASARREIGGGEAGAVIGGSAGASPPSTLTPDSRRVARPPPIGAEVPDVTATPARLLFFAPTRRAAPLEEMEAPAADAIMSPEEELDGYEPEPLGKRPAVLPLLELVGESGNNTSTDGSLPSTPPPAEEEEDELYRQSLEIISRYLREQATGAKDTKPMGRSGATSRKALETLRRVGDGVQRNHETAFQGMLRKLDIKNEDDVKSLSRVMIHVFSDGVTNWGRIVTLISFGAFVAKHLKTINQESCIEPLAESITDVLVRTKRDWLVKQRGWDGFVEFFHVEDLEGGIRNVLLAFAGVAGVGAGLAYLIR
An asterisk follows results filed as active; ? = inconclusive; / = no result given; [ ] = another dose, or the depositor's remark. Rows were taken by chance. About 2.2% of those tested had a hit in this group.

SMILES	CIT2-GFP yeast	MEX-5 binding	AGP1 TOR yeast	GLD-1 RNA inh	GRK2 aptamer HTS	VLA-4 inh	BCLXL inh	Fam108B inh	MCL1-BIM inh
N=c1ccn2c(n1)O[C@H]1[C@@H](CO)[C@H](O)O[C@H]12	78	/	83	7	1	13	7	-2	12
CC1(C)Cc2cccc(OCC(=O)N3CCN(c4ccccc4Cl)CC3)c2O1	89	0.4	93	2	0	-16	1	2	-1
Cc1c(OCC(=O)NCC(O)c2ccccc2)ccc2c3c(c(=O)oc12)CCC3 (stereo unspecified)	103	2.2	100	-5	0	6	7	-1	7
CS(=O)(=O)N1CCN(c2ccc([N+](=O)[O-])cc2C(F)(F)F)CC1	101	0.7	90	-4	1	7	0	-2	-3
O=c1nc2ccccc2c(NS(=O)(=O)c2ccccc2)n1-c1ccccc1	108	2.1	102	-1	1	6	2	0	4
O=C(Cc1ccccc1)c1nnc(-c2ccccc2)o1	79	1.0	89	9	0	-10	3	-5	8
O=C1C(=O)N(Cc2cccnc2)C(c2cccc([N+](=O)[O-])c2)/C1=C(\O)c1ccc2c(c1)OCCO2 (stereo unspecified)	107	-2.6	107	-4	2	21	0	0	-2
O=C1[C@@H]2C(Cc3ccc(O)cc3)NC3(C(=O)Nc4ccc(F)cc43)[C@@H]2C(=O)N1c1ccc(F)cc1 (stereo partly specified)	90	0.9	102	7	4	1	6	-1	7
Cc1cccc(N2CCN(C(=O)Cn3cnc4c3c(=O)n(C)c(=O)n4C)CC2)c1C	100	0.1	92	7	0	-5	3	-1	4
Cc1ccccc1Cn1cc(C)c(=O)[nH]c1=O	113	1.3	112	1	6	-135	0	6	2
CN(CC(=O)Nc1ccc(N2CCOCC2)cc1)C(=O)CC(c1ccccc1)c1ccccc1	94	/	99	11	4	-5	3	5	2
Cc1ccc(F)c(NC(=S)Nc2cccc3ccccc23)c1	?	1.3	?	-4	0	-14	7	-3	14
CCC(CO)Oc1cc(NCc2cccc(Cl)c2)c2ncn(C(C)C)c2c1 (stereo unspecified)	86	/	95	1	0	-30	/	/	/
C=CC[C@@H](CC(=O)NCCO)C(=O)N[C@@H](C)COC(=O)[C@@H](CC=C)Cc1ccc(F)cc1	95	/	102	-3	1	12	/	/	/
Cc1cccc(C)c1NC(=O)COC(=O)C1C2CC3OC(=O)C1C3C2 (stereo unspecified)	96	-1.1	88	-6	1	-1	0	-1	0

Limited to VLA-4 inh (two entries from above):
Structure | VLA-4 inh
Cc1cccc(N2CCN(C(=O)Cn3cnc4c3c(=O)n(C)c(=O)n4C)CC2)c1C | -5
N=c1ccn2c(n1)O[C@H]1[C@@H](CO)[C@H](O)O[C@H]12 | 13

Next compounds
SMILES	CIT2-GFP yeast	MEX-5 binding	AGP1 TOR yeast	GLD-1 RNA inh	GRK2 aptamer HTS	VLA-4 inh	BCLXL inh	Fam108B inh	MCL1-BIM inh
CC1=C(C(N)=O)C(c2ccncc2)n2nc(-c3ccccc3Cl)nc2N1 (stereo unspecified)	97	-1.6	106	-6	0	16	-3	-1	-7
CCCCn1c(N)c(N(CC)C(=O)c2c(C)noc2C)c(=O)[nH]c1=O	120	/	120	0	0	7	/	/	/
O=C(Nc1cccc(S(=O)(=O)NC2=NCCC2)c1)c1ccc(F)cc1F	102	/	101	-1	0	-6	/	/	/
C/C(=N\NC(=O)c1nnn(-c2nonc2N)c1CN1CCOCC1)c1ccc(CC(C)C)cc1	105	-2.7	103	-2	4	1	2	2	-5
COc1ccc(C2CC(=O)C(C=NCCN3CCN(C(C)=O)CC3)=C(O)C2)cc1 (stereo unspecified)	93	0.0	97	-9	0	11	1	3	3
CC(=O)Nc1cccc(OCCCNC(=O)c2cccc3ccccc23)c1	109	-2.7	106	-2	0	7	5	1	1
CCN(CC)c1ccc(NC(=O)c2ccc(Br)o2)c(C)c1	93	2.0	94	9	0	-8	-3	-4	7
COc1ccc(-c2noc(CSc3nnc(Cc4ccccc4)n3-c3cccc(C)c3)n2)cc1OC	102	1.4	105	3	3	8	-7	-1	-8
COc1ccc(-c2cc(C(F)(F)F)n3nc(C(=O)NCc4ccco4)c(Cl)c3n2)cc1	105	/	105	-3	1	5	10	-11	11
Nc1ccc(S(=O)(=O)NC(=O)c2ccccc2)cc1	80	0.7	82	-4	0	34	4	3	0
COc1ccc(Cl)cc1CNCCCSc1ncccn1	100	-2.2	105	/	0	1	/	/	/
Cc1ccccc1Nc1nc(N)nc(CN2C(=O)NC3(CCCCC3C)C2=O)n1 (stereo unspecified)	98	-0.7	99	0	0	10	-3	0	-4
COc1ccc(Cn2nnnc2C(c2ccncc2)N2CCOCC2)cc1 (stereo unspecified)	66	0.3	75	2	0	13	3	2	7
O=[N+]([O-])c1ccc2cn(-c3ccccc3)nc2c1	95	1.0	93	-4	2	-10	6	-3	12
C=CCn1c(SCC(=O)NCc2ccco2)nnc1-c1ccc2ccccc2n1	104	-2.3	105	15	1	-9	14	-1	13
O=C(/C=C/c1ccccc1)CC(O)(c1ccccc1)C(F)(F)F (stereo unspecified)	87	-3.8	98	-6	4	4	0	-6	3
CSc1ccccc1NC(=O)Nc1ccc(Cl)cc1	107	2.0	97	-2	0	-4	5	-1	4
CCN(CC(=O)NCc1cccs1)C(=O)/C=C/c1ccc(Cl)c(Cl)c1	95	-1.5	100	5	0	5	10	0	3
O=c1c2c(nc3cc(-c4ccc(Br)cc4)[nH]n13)CCCC2	92	0.8	102	-5	0	0	4	8	-4
CC1=C(C(=O)O)N2C(=O)C(NC(=O)c3nn(C)c(C)c3Cl)C2SC1 (stereo unspecified)	76	-1.7	98	4	2	11	5	0	6
CNC(=S)Nn1cnc2ccccc21	90	0.0	93	0	6	5	6	-4	11
Cc1cc(C(=O)CSc2n[nH]c(N)n2)c(C)n1-c1ccccc1	112	0.0	98	-3	1	-11	-1	-1	4
CCOc1ccc(NC(=S)/C(=C(\[O-])c2ccc(C)c([N+](=O)[O-])c2)[n+]2ccccc2)cc1	99	1.1	104	4	3	1	6	-1	12
COc1ccccc1-n1c(CNc2ccc(F)cc2)nnc1SCC(=O)Nc1cc(C)on1	100	2.0	94	12	3	-10	6	9	0
O=C(NC1CC1)c1ccc(CS(=O)c2ccccc2)o1 (stereo unspecified)	96	1.0	98	2	0	6	0	-1	1
CCN(CC)S(=O)(=O)c1ccc(NCC2COc3ccccc3O2)c([N+](=O)[O-])c1 (stereo unspecified)	93	-1.6	94	8	0	7	3	0	7
N#Cc1ccc(NC(=O)Cn2c3[n+](c4ccc(C(F)(F)F)cc42)CCCCC3)cc1	97	0.2	100	-1	0	15	-11	-3	-23
COc1ccc(C2(C(=O)Nc3nncs3)CCCC2)cc1	103	1.7	101	-2	0	11	3	8	10
CN(C)c1cc(NC(=O)CN2CCOCC2)c2ccccc2n1	103	1.5	107	2	0	7	0	-1	-1
COc1cccc(C(=O)Nc2nnc(SCC(=O)NC3CC3)s2)c1	100	-0.3	102	-2	3	-6	3	0	-6
COc1cc2c(cc1OC)CN(C(=O)CCNS(=O)(=O)c1ccc(Br)cc1)CC2	80	0.4	82	7	0	-3	2	-5	-2
C=C(C)Cn1c(NCCOC)nc2c1c(=O)[nH]c(=O)n2C	97	-0.9	101	-4	2	-2	0	-2	-7
COc1ccc(CN(C)C(=O)c2cccc(NS(=O)(=O)c3ccccc3)c2)c(OC)c1	98	1.4	102	1	1	30	2	1	1
CC(/C=N/n1c(COc2ccccc2)n[nH]c1=S)=C\c1ccccc1	109	0.2	101	-4	0	4	-15	2	-11
Cc1nc2ccccc2c(=O)n1Cc1ccc([N+](=O)[O-])cc1	107	-1.8	113	4	0	13	7	4	4
CCn1c(=O)c2c3c(sc2n2c(SCc4ccc(F)cc4)nnc12)CCCC3	105	2.5	83	-4	0	-4	-1	-3	-8
CS(=O)(=O)N(CC(=O)N1CCN(c2ccccc2)CC1)C1CCCCC1	/	0.8	89[may fluoresce red and violet]	3	2	1	1	5	7
O=C(O)Cn1c(=O)c(-c2ccccc2)nc2ccccc21	98	-2.3	102	6	2	8	4	3	8
CC(=Nc1ccc(C)c(C)c1)C1=C(O)CSC1=O	99	-1.8	99	10	0	0	7	3	14
COC(=O)[C@H](C(C)C)n1c(C)c(C(C)=O)c(C(C)=O)c1C	97	0.7	102	-2	0	-3	2	-3	-6
COc1cccc(CN2CCC(n3nccc3NC(=O)C3CC3)CC2)c1	103	-1.2	107	2	0	-92	2	4	1
CCCCn1c(SCC(=O)NCc2ccco2)nc2ccccc2c1=O	88	0.0	/	-5	0	-23	4	-4	6
N#Cc1cnc(SCCc2ccccc2)nc1N	81	-0.7	88	-25	1	11	-5	-4	-8
O=C(NCCc1ccccc1)C(=O)NCC1CCCN1S(=O)(=O)c1cccs1 (stereo unspecified)	85	2.4	104	2	0	8	7	1	3
Cc1ccccc1OCc1nnc(SCC(=O)NCc2ccco2)n1C	97	0.0	100	5	1	-1	1	-5	4
COc1cccc(NC(=O)c2nnn(CCc3ccccc3)c2N)c1	75	-2.2	86	1	0	-19	5	2	4
CCOc1ccc(C(=O)Cn2cnc3ccccc3c2=O)cc1	90	-0.5	92	-1	0	1	1	-1	-2
COc1ccc(-c2noc(CN(C)Cc3ccccc3)n2)cc1	99	1.8	95	3	4	-7	5	2	8
CCCCCCCCC(=O)N/N=C/c1ccccn1	96	2.2	94	4	1	-18	1	4	0
O=C(NCCSc1ccccc1)c1ccccc1Cl	105	-0.7	102	4	0	8	-2	2	-3
CCC(C)Nc1nc2c(c(=O)[nH]c(=O)n2C)n1CCOc1ccccc1 (stereo unspecified)	105	-0.8	102	-5	1	0	-1	-1	-7
c1ccn2c(CNc3ncnc4sccc34)nnc2c1	99	-0.5	104	0	1	-11	7	0	6
O=C(NC1CCCCC1)c1cc([N+](=O)[O-])ccc1N1CCOCC1	110	-0.2	117	-1	0	3	6	1	3
Cc1ccc(/C=N/NC(=O)C(C)Oc2ccccc2[N+](=O)[O-])s1 (stereo unspecified)	105	1.4	102	0	0	4	-2	3	-8
CC(Sc1nnc(C2CC2)n1C1CC1)C(=O)Nc1ccccc1C#N (stereo unspecified)	96	/	98	5	0	38	-2	/	2
N#Cc1ccc(N2C(=O)[C@@H]3C(C(=O)c4cnccn4)=NN[C@@H]3C2=O)cc1	101	-7.2	106	8	4	2	17	0	17
CCOC(=O)N1CCC(NC(=O)C2CCN(c3nc(-c4ccc(OC)cc4)no3)CC2)CC1	105	0.9	107	5	0	13	2	5	2
N=C1C(c2nc3ccccc3s2)=C(O)CN1Cc1ccco1	102	-3.5	104	-5	0	-5	8	2	3
CN1CCN(CCCCOc2ccccc2-c2ccccc2)CC1	98	-1.7	94	9	0	-5	2	5	5
CC(C)(C)NC(=O)C(c1cccs1)N(Cc1ccco1)C(=O)c1csnn1 (stereo unspecified)	86	-0.7	91	-5	0	-5	-2	-3	-1
C(/C=C/c1ccccc1)=N/N1CCN(c2ccccc2)CC1	108	0.6	102	0	0	0	-1	-1	-1
O=C(Nc1cc(=O)[nH]c2nc(-c3ccccc3)nn12)c1ccccc1Cl	95	?	98	-7	2	-1	2	-3	2

Source: PubChem BioAssay (several laboratories)
